H37Rv inhibition – M. tuberculosis growth inhibition, HTS (AID 449762); M. tuberculosis H37Rv growth inhibition, 7H9 media; higher % means a stronger effect; one-dose inhibition, % at 25 µM; IC50 in µM for titrated hits; actives 0.59% (n = 330,000); in the data active means a potency from the dose series; inconclusive means inhibition above about 70% without an active follow-up result;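 further: bacterial growth assessed after seven days of incubation; strong numbers were not always called active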
influenza NS1A – NS1A inhibition, H1N1 influenza, cell based functional assay (AID 504329). NS1A functional cell-based assay, percent inhibition; higher % means a stronger effect. actives 0.3% (n = 340,000). inhibition, % at 12.5 µM; hits with a dose series show IC50 in µM; in the data active means a potency from the dose series; inconclusive means inhibition above about 27% without an active follow-up result; further: strong numbers were not always called active
PhoP GFP inhibition – Inhibition of PhoP regulon, Salmonella typhi GFP reporter cells, confirmation, 4 h (AID 1850) | inhibition, % at 50 µM, or IC50 in µM where a hit was titrated | actives 0.33% (n = 310,000) | Salmonella Typhi PhoP-promoter GFP reporter, fluorescence, 4 h; higher % means a stronger effect; in the data active means a potency from the dose series; inconclusive means inhibition mostly from about 25% at the one dose, without a potency; inactive means the rest, 99 in 100 with inhibition below about 19%;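 further: 0% = induced wells with vehicle and 100% = uninduced wells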
VEEV TC-83 Vero – inhibitors of VEEV TC-83 cytopathic effect, confirmation, Vero cells (AID 588727) | Vero cells, VEEV TC-83 cytopathic effect inhibition; higher % means a stronger effect | actives 0.13% (n = 350,000) | inhibition, % at 20 µM, or IC50 in µM where a hit was titrated; in the data active means a potency from the dose series; inconclusive means inhibition mostly from about 14% at the one dose, without a potency; inactive means the rest, 99 in 100 with inhibition below about 12%; further: strong numbers were not always called active
M. tuberculosis – growth inhibition of non-replicating M. tuberculosis (AID 488890) | actives 0.39% (n = 320,000) | one-dose inhibition, % at 25 µM; IC50 in µM for titrated hits | Mycobacterium tuberculosis non-replicating, growth inhibition; higher % means a stronger effect; in the data active means a potency from the dose series; inconclusive means inhibition mostly from about 82% at the one dose, without a potency; inactive means the rest, 99 in 100 with inhibition below about 76%;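 further: plate controls were DMSO cells for no effect and high antibiotic wells for full effect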
VEEV TC-83 Vero 10K pilot screen – second read-out of VEEV TC-83 Vero, no call of its own (marks repeat the call); inhibition, %; measured here: 10K pilot screen inhibition
Starred values were filed as active, the others as inactive; i = inactive; ? = inconclusive; . = no result given.

Start of the listing, in advance, 21 compounds:
SMILES	H37Rv inhibition	influenza NS1A	PhoP GFP inhibition	VEEV TC-83 Vero	M. tuberculosis	others
CCOC(=O)c1c(NC(=O)C2c3ccccc3Oc3ccccc32)sc(C(=O)N(CC)CC)c1C	8%	7%	0%	3.0%	48%
CCNC(=O)COC(=O)c1csc2c1CCCC2	10%	-3%	2%	2.0%	3%
C=CCSc1nnc(NC(=O)CSc2nc(CCC)cc(=O)[nH]2)s1	-5%	-5%	-7%	3.5%	16%
Cc1nn(-c2ccccc2Cl)c2sc(C(=O)Nc3nnc(C4CC4)s3)cc12	4%	2%	-7%	1.2%	-23%
O=C(c1cnccn1)N1CCCC(N2CCN(c3cccc(Cl)c3)CC2)C1 (configuration not stated)	-3%	-4%	-11%	1.4%	-2%
Cn1c(Cc2ccccc2)nnc1SCc1nc2ccccc2c(=O)[nH]1	4%	-3%	4%	0.9%	6%
O=C1Nc2ccccc2Nc2ccc([N+](=O)[O-])cc21	3%	-4%	-12%	i	-7%
O=C(CC12CC3CC(CC(C3)C1)C2)N1CCN(S(=O)(=O)c2cccs2)CC1	6%	-4%	-1%	i	46%
O=S(=O)(Nc1cccc(-n2cnnn2)c1)c1ccc(F)cc1	.	-1%	.	2.0%	.
O=C(Nc1ccc(S(=O)(=O)Nc2ncccn2)cc1)c1ccc(N2CCCC2=O)cc1	-3%	-8%	7%	0.1%	16%
Cc1ccc(OCC(=O)N/N=C\c2c(C)[nH]n(-c3ccccc3)c2=O)c([N+](=O)[O-])c1	44%	-13%	67µM*	12%	26%
CCCCNC(=O)Nc1cc(C(=O)OC)ccc1Cl	3%	2%	-2%	1.4%	9%
Cc1c(Cl)cccc1NC(=S)NCCCN(C)C	-5%	-3%	1%	0.2%	35%
O=C(O)Cc1n[nH]c(=O)c2ccccc12	6%	-9%	-9%	0.7%	-5%
COC(=O)C1=C(C)N(Cc2ccc(C)cc2)C(=O)/C1=C\c1ccc(O)c(OC)c1	8%	-6%	3%	5.8%	20%
NC(=O)[C@H]1CC2(CC(c3cccc(NC(=O)COc4ccc(Cl)cc4)c3)=NO2)CN1C(=O)C(c1ccccc1)c1ccccc1 (some centres not stated)	19%	0%	15%	i	40%
CCOc1ccccc1-n1cnc(C#N)c1N	-6%	-12%	3%	0.2%	0%
CCOc1ccc(S(=O)(=O)NCCC(=O)NC2CCN(Cc3ccccc3)CC2)cc1	-2%	3%	-5%	0.4%	-3%
Cn1c(O)c(N=Nc2ccccc2)c2ccccc21	6%	-2%	-4%	1.5%	-3%
CCOc1ccc(CNc2cccc(SC)c2)cc1	?	0%	-1%	1.1%	50%	VEEV TC-83 Vero 10K pilot screen=0.2
CCN(CC)C(=O)/C=C/c1ccc(OC)c(S(=O)(=O)N2CCCCC2)c1	-3%	1%	-7%	3.7%	1%

Main list, from the first entry:
SMILES	H37Rv inhibition	influenza NS1A	PhoP GFP inhibition	VEEV TC-83 Vero	M. tuberculosis	others
CCOC(=O)c1c(NC(=O)C2c3ccccc3Oc3ccccc32)sc(C(=O)N(CC)CC)c1C	8%	7%	0%	3.0%	48%
CCNC(=O)COC(=O)c1csc2c1CCCC2	10%	-3%	2%	2.0%	3%
C=CCSc1nnc(NC(=O)CSc2nc(CCC)cc(=O)[nH]2)s1	-5%	-5%	-7%	3.5%	16%
Cc1nn(-c2ccccc2Cl)c2sc(C(=O)Nc3nnc(C4CC4)s3)cc12	4%	2%	-7%	1.2%	-23%
O=C(c1cnccn1)N1CCCC(N2CCN(c3cccc(Cl)c3)CC2)C1 (configuration not stated)	-3%	-4%	-11%	1.4%	-2%
Cn1c(Cc2ccccc2)nnc1SCc1nc2ccccc2c(=O)[nH]1	4%	-3%	4%	0.9%	6%
O=C1Nc2ccccc2Nc2ccc([N+](=O)[O-])cc21	3%	-4%	-12%	i	-7%
O=C(CC12CC3CC(CC(C3)C1)C2)N1CCN(S(=O)(=O)c2cccs2)CC1	6%	-4%	-1%	i	46%
O=S(=O)(Nc1cccc(-n2cnnn2)c1)c1ccc(F)cc1	.	-1%	.	2.0%	.
O=C(Nc1ccc(S(=O)(=O)Nc2ncccn2)cc1)c1ccc(N2CCCC2=O)cc1	-3%	-8%	7%	0.1%	16%
Cc1ccc(OCC(=O)N/N=C\c2c(C)[nH]n(-c3ccccc3)c2=O)c([N+](=O)[O-])c1	44%	-13%	67µM*	12%	26%
CCCCNC(=O)Nc1cc(C(=O)OC)ccc1Cl	3%	2%	-2%	1.4%	9%
Cc1c(Cl)cccc1NC(=S)NCCCN(C)C	-5%	-3%	1%	0.2%	35%
O=C(O)Cc1n[nH]c(=O)c2ccccc12	6%	-9%	-9%	0.7%	-5%
COC(=O)C1=C(C)N(Cc2ccc(C)cc2)C(=O)/C1=C\c1ccc(O)c(OC)c1	8%	-6%	3%	5.8%	20%
NC(=O)[C@H]1CC2(CC(c3cccc(NC(=O)COc4ccc(Cl)cc4)c3)=NO2)CN1C(=O)C(c1ccccc1)c1ccccc1 (some centres not stated)	19%	0%	15%	i	40%
CCOc1ccccc1-n1cnc(C#N)c1N	-6%	-12%	3%	0.2%	0%
CCOc1ccc(S(=O)(=O)NCCC(=O)NC2CCN(Cc3ccccc3)CC2)cc1	-2%	3%	-5%	0.4%	-3%
Cn1c(O)c(N=Nc2ccccc2)c2ccccc21	6%	-2%	-4%	1.5%	-3%
CCOc1ccc(CNc2cccc(SC)c2)cc1	?	0%	-1%	1.1%	50%	VEEV TC-83 Vero 10K pilot screen=0.2
CCN(CC)C(=O)/C=C/c1ccc(OC)c(S(=O)(=O)N2CCCCC2)c1	-3%	1%	-7%	3.7%	1%
CC1=CCC2COC(c3ccc[n+](Cc4ccccc4)c3)C1C2 (configuration not stated)	-4%	5%	9%	i	43%
CCOC(=O)Cn1nnc2c(sc3nc4c(c(-c5ccccc5)c32)CCC4)c1=O	-6%	-3%	-2%	1.7%	-9%
COc1ccc(S(=O)(=O)N2CCOC23CCN(S(=O)(=O)c2ccc(C)cc2)CC3)cc1	-4%	4%	-3%	0.7%	9%
CCCn1c(=O)c2c(C(F)(F)F)cc(-c3cccs3)nc2n(CCC)c1=O	4%	3%	6%	0.3%	11%
CC(C)(C)NC(=O)C(=O)NNC(=O)c1ccc(C(C)(C)C)cc1	5.7µM*	-9%	2%	i	5.8µM*
Cc1ccc(OCCn2cc(Br)c(=O)[nH]c2=O)cc1	0%	-5%	5%	8.4%	19%
CCc1ccc(N2C(=O)CC(Cn3nc(C)cc3C)C2=O)cc1 (configuration not stated)	15%	10%	-9%	i	-8%
CC(=NCCN(C)C)c1c(O)n(Cc2ccccc2)c(=O)[nH]c1=O	-1%	-7%	8%	i	3%
CCOc1ccc(-c2ncncc2-c2ccccc2OC)c(O)c1	1%	24%	-2%	5.0%	1%
CCc1nnc(NC(=O)Cn2c(=O)oc3ccccc32)s1	7%	7%	-1%	3.0%	-9%
Cc1ccc(C)c(NC(=O)CN2C(=O)c3ccccc3C2=O)c1	2%	.	3%	i	12%
Cc1ccc(C)c(NC(=O)COC(=O)CC2c3ccccc3CCN2S(=O)(=O)c2ccc(F)cc2)c1 (configuration not stated)	-1%	3%	-4%	i	10%
Cn1c(=O)c(=O)n(C)c2cc(S(=O)(=O)N3CCN(C4CCCCC4)CC3)ccc21	-3%	-4%	-4%	0.8%	.
N#C/C(=C\c1ccc[nH]1)C(=O)NCC1CCCO1 (configuration not stated)	8%	0%	2%	0.7%	-13%
O=C(CCc1nc2ccccc2c(=O)[nH]1)N1CCCc2ccccc21	5%	-11%	3%	3.1%	-10%
C=CCn1c(NCc2ccc(OC)cc2)nc2ccccc21	9%	-29%	-3%	i	50%
O=C(Nc1c(Br)cc2c(c1Br)Cc1ccccc1-2)C(F)(F)F	.	-15%	.	0.2%	.
CCOC(=O)c1ccc(NC(=O)NC2CC3CCC(C2)N3Cc2nnnn2Cc2ccco2)cc1 (configuration not stated)	0%	-10%	-7%	6.5%	35%
O=C(COC(=O)C1CC2C=CC1C2)Nc1ccc2c(c1)OC(F)(F)O2 (configuration not stated)	1%	-9%	13%	i	45%
O=C(COC(=O)c1cccc([N+](=O)[O-])c1)NCC1CCCO1 (configuration not stated)	2%	-6%	-4%	0.1%	1%
CCN(CC)C(=O)Cn1cc(SCC(=O)NC)c2ccccc21	-2%	7%	-5%	i	-11%
Cc1c(C(=O)N2CCOCC2)[nH]c2ccc(OCc3ccccc3)cc12	1%	2%	-8%	i	15%
C=CCC1(CC=C)CCCN1C(=O)CC1C(=O)NCCN1Cc1cc(OC)cc(OC)c1 (configuration not stated)	-13%	9%	5%	1.0%	9%
Cc1nc2ccc(C(=O)N3c4ccccc4CC3C)cc2s1 (configuration not stated)	5%	2%	-8%	i	17%
CC(=O)c1c(C)[nH]c(C(=O)Nc2cccc(S(=O)(=O)N(C)c3ccccc3)c2)c1C	20%	0%	2%	5.2%	8%
NC(=O)c1nsc(C(=O)N(c2ccc(F)cc2)C(C(=O)NC2CCCC2)c2ccncc2)c1N (configuration not stated)	-3%	7%	17%	i	-1%
C=C(C)C1CC=C(C)/C(=N/NC(=O)c2ccc(NC(=O)c3cccc(C)c3)cc2)C1 (configuration not stated)	2%	1%	2%	3.5%	9%
CSc1ncc(C(=O)Nc2ccccc2Cl)c(C)n1	7%	-3%	-3%	0.7%	11%
Cc1ccccc1N=C1SCC(=O)N1Cc1ccccc1	19%	-14%	-8%	2.1%	55%
CCOC(=O)N1CCN(C(=O)c2ccc(CS(=O)(=O)c3c(Cl)cccc3Cl)o2)CC1	1%	5%	8%	2.0%	.
O=C(c1ccccc1)N1CCN(C(=O)c2nn3c(C(F)(F)F)cc(-c4ccccc4)nc3c2Br)CC1	-2%	-1%	6%	8.3%	-1%
COCC(=O)N(Cc1cc2ccc(C)cc2[nH]c1=O)c1ccc(OC)cc1	-6%	3%	4%	1.9%	-2%
O=C(CSc1ccc([N+](=O)[O-])cn1)Nc1ccc2c(c1)OCO2	?	-14%	-2%	0.3%	?
COc1ccc(NC2CCCN(C(=O)CCCn3cncn3)C2)cc1 (configuration not stated)	2%	-2%	0%	2.1%	0%
CCCNC(=O)c1c(N)n(-c2cc(OC)cc(OC)c2)c2nc3ccccc3nc12	17%	-30%	-5%	4.7%	4%
O=C(CCc1nnc2n(Cc3ccc(F)cc3)c(=O)c3ccccc3n12)NCCCN1CCOCC1	10%	5%	-8%	i	-2%
OC1CCN(c2cc(-c3ccccc3)nc3cc(-c4ccc(F)cc4)nn23)CC1	14%	2%	-14%	8.0%	41%
COc1ccc(-c2nn(CCC#N)cc2C(=O)NCc2ccccc2)cc1[N+](=O)[O-]	6%	-5%	-5%	0.1%	5%
Cc1ccc(N2C(=O)Nc3ccccc3S2(=O)=O)cc1Cl	2%	-2%	4%	2.3%	5%

(list continues)
SMILES	H37Rv inhibition	influenza NS1A	PhoP GFP inhibition	VEEV TC-83 Vero	M. tuberculosis	others
O=C(CSc1nnc(Cc2ccccc2)o1)NC1CCCCC1	6%	-2%	-4%	1.1%	?
COc1ccc(CNc2nc3ccccc3n2C)c(O)c1	4%	-5%	38%	0.4%	-5%
COc1cc(OC)cc(C(=O)NC(C(=O)Nc2ccc(N3CCOCC3)cc2)C(C)C)c1 (configuration not stated)	.	-3%	.	1.1%	.
Cc1cc(F)ccc1N1CCC(N2CCN(CCC(C)C)C(CCO)C2)CC1 (configuration not stated)	47%	6%	-10%	i	?
CCC(C)(C)NC(=O)Cc1ccccc1OC	-6%	-1%	4%	i	-4%
CC1CN(c2nc3ccccc3nc2SCC(=O)Nc2cccc(C(F)(F)F)c2)CC(C)O1 (configuration not stated)	-6%	-1%	-1%	2.6%	-10%
COc1ccc(OC)c2[nH]c(=O)c(CCNS(=O)(=O)c3ccc(Cl)cc3)cc12	4%	-4%	5%	7.9%	10%
COC(=O)N/N=C(\C)c1ccccc1OC(F)F	0%	-4%	-4%	i	72%
